Bioassay records (PubChem)
CF NFkB inh: cystic fibrosis NF-kB activation inhibition | 360,000 tested, 0.86% active | inhibition, % at 5 µM | KKLEB NF-kB-GFP reporter, PAF-induced, GFP fluorescence overnight | AID 588850;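 active = at least 50% inhibition at 5 µM, scaled per plate between neutral and stimulator controls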;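 also: PAF is a Pseudomonas aeruginosa culture filtrate used as stimulus; plate controls were PAF-stimulated DMSO wells for no effect and unstimulated DMSO wells for full effect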
NCOA1 inh: human NCOA1 inhibition | Q15788 | inhibition, % at 3.6 µM | HEK293 GAL4-SRC1 luciferase reporter, luminescence | 360,000 tested, 0.12% active;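 active = inhibition above the campaign mean plus 3 SD, with each screening campaign given its own cutoff, cut at about 60% in these data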;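 also: 0% = DMSO treated cells and 100% = gossypol at 36 µM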
KKLEB tox: CF airway cell cytotoxicity counter-screen. activity change (cytotoxicity), % at 5 µM. KKLEB CF airway cells viability, ATPlite luminescence, overnight; stronger effect = lower value; cells stimulated with P. aeruginosa culture filtrate. 360,000 tested, 0.36% active;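 active = corrected activity change at or below -50% at 5 µM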
TWEAK-Fn14 inh: inhibitors of TWEAK-Fn14 interaction signaling. AID 1159606. inhibition, % at 10 µM. TWEAK-stimulated Fn14 reporter cells, luciferase luminescence, 8 h. 360,000 tested, 2% active; in the data active = inhibition above about 50%
C8 TRAIL sens: sensitizes caspase-8 expressing cells to TRAIL. inhibition (viability loss, TRAIL sensitization), % at 10 µM. 360,000 tested, 1% active. NB7+C8 cells + TRAIL, ATPlite viability luminescence. AID 624354;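 active = compounds causing at least 50% loss of cell viability in the single-dose screen, relative to plate controls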
NCOA2 inhibitor: human SRC2 (NCOA2) inhibition. Q15596. HEK293 GAL4-SRC2 luciferase reporter, luminescence. inhibition, % at 9 µM. 370,000 tested, 0.17% active. AID 651957;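 active = inhibition above the mean inhibition of all tested compounds plus 3 SD, set per campaign, cut at about 52% in these data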;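 also: 0% = DMSO treated cells and 100% = cells given Gossypol at 36 µM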
NR5A2 inv ag: inverse agonists of human LRH-1 (NR5A2) | O00482 | HEK293T StAR-luciferase reporter, LRH-1 transfected, 24 h | inhibition, % at 3.6 µM | 360,000 tested, 0.13% active | AID 602396;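 active = inhibition above the mean inhibition of all tested compounds plus 3 SD, cut at about 73% in these data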;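 also: 0% = DMSO wells and 100% = reporter-only cells lacking LRH-1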
Target sequence (O00482 whole entry, looked up): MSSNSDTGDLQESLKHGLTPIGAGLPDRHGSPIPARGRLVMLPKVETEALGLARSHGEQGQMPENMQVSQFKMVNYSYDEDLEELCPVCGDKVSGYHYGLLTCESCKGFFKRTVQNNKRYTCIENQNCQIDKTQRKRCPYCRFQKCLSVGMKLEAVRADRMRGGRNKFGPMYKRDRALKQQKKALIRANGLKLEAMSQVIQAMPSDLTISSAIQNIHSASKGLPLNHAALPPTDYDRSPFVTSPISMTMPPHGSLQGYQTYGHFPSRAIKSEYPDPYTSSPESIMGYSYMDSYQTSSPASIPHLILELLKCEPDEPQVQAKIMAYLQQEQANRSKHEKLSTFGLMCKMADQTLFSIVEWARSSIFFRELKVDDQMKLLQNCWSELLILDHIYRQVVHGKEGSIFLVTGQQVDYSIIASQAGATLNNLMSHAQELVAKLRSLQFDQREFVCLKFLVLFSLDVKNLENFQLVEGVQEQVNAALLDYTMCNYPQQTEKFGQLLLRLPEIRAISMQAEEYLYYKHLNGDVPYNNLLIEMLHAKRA
NR2F2 inh: NR2F2 (human) inhibition, primary screen; inhibition, % at 8.6 µM; P24468; 370,000 tested, 0.7% active; HEK293T NGFI-A luciferase reporter, luminescence;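 active = inhibition above a per-plate cutoff, mean inhibition of test wells between control levels plus 3 SD, cut at about 38% in these data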;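 also: cells cotransfected with COUP-TFII expression vector driving the NGFI-A reporter; 0% = median of COUP-TF2 test wells and 100% = reporter-only cells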
Target sequence (P24468 whole entry, looked up): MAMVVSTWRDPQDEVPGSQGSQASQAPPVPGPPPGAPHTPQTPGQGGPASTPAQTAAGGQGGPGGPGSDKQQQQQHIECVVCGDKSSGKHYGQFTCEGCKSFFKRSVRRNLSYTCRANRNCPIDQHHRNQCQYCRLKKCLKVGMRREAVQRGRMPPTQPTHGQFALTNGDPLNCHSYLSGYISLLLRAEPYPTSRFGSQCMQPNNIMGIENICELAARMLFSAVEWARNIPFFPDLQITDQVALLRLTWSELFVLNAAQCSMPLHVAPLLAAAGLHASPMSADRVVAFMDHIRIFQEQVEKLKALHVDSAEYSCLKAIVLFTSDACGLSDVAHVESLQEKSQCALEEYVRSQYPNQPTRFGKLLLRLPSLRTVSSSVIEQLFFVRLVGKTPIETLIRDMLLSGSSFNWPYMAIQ
TROY NFkB inh: TROY signaling inhibition; inhibition, % at 10 µM; 360,000 tested, 0.98% active; Q293 LMP1-TROYcd NF-kB luciferase reporter, 4 h;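 active = compounds whose plate-normalised and pattern-corrected inhibition of the luciferase reporter signal at the single screening dose is 50% or more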
LMP1 NFkB inh: reduces LMP1-driven NF-kappaB luciferase signal; AID 504558; inhibition, % at 12.5 µM; LMP1-induced NF-kappaB luciferase reporter cells, luminescence; 350,000 tested, 0.69% active; in the data active = inhibition above about 41%;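 also: 0% = neutral control wells and 100% = reference inhibitor control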
SRC3 inh: inhibits human SRC3 coactivator; 360,000 tested, 0.17% active; Q9Y6Q9; inhibition, % at 3.6 µM; HEK293 GAL4-SRC3 luciferase reporter, luminescence;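 active = inhibition above a per-campaign cutoff, the mean of all compounds plus 3 SD, cut at about 60% in these data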;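 also: 0% = DMSO-treated cells and 100% = gossypol-treated cells at 36 µM; higher means less SRC3-driven luciferase light from the GAL4 reporter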
* = called active by the depositor; · = not tested or not shown.

SMILES	CF NFkB inh	NCOA1 inh	KKLEB tox	TWEAK-Fn14 inh	C8 TRAIL sens	NCOA2 inhibitor	NR5A2 inv ag	NR2F2 inh	TROY NFkB inh	LMP1 NFkB inh	SRC3 inh
CC(=O)c1cccc(N(C(=O)CS(=O)CC(=O)Nc2ccc(F)cc2)C(C(=O)NC2CCCCC2)c2ccc(C)o2)c1 (stereo unspecified)	-10	-12	6	8	-22	-19	25	14	0	5	-5
COc1ccc(CCNC(=O)Cn2cnc3ccccc3c2=O)cc1OC	0	-12	4	3	-6	-1	-2	-9	-19	2	8
O=C(COC(=O)CCC(=O)c1ccc(F)cc1)Nc1ccc(N2CCOCC2)cc1	7	-14	0	-15	9	0	-5	8	-5	-3	14
COC(=O)N1CC=CC1(C)C(=O)NCc1cc(F)cc(C(F)(F)F)c1 (stereo unspecified)	6	-22	-7	-2	-8	-3	-15	0	-14	-4	19
O=C(Nc1cccc2ccccc12)c1ccc([N+](=O)[O-])s1	-6	-27	1	12	8	9	15	3	-20	-8	21
Cc1c(-n2c(-c3ccccc3Cl)n[nH]c2=S)c(=O)n(-c2ccccc2)n1C	-6	-10	10	14	-14	-14	6	7	-6	2	5
COc1ccc(OC)c(Nc2ncnc3ccccc23)c1	11	8	-2	-8	5	20	-39	9	-11	11	7
COc1ccc(C(=O)OCC(=O)Nc2ccc(F)cc2F)cc1OC	-4	-6	8	9	-9	2	10	-1	-14	-1	-10
O=C(COC(=O)C12CC3CC(CC(Br)(C3)C1)C2)N1CCOCC1	-7	8	4	-13	-2	-6	-8	8	3	-3	-1
Cn1c(CCNS(=O)(=O)c2ccccc2)nc2cc([N+](=O)[O-])ccc21	-1	-5	-3	10	11	-4	-1	10	6	3	3
CCCC(C)C(=O)Nc1nnc(CCc2ccccc2)s1 (stereo unspecified)	19	6	12	6	-3	-2	-13	11	4	-6	-16
COc1ccc(C(=O)NCC(=O)OCC(=O)c2ccc3c(c2)OCCO3)cc1	2	6	-2	14	-8	-3	-12	-3	6	1	0
COC(=O)[C@@]12CCCCN1[C@H](c1ccc(-c3ccccc3)cc1)[C@@H]1C(=O)N(C)C(=O)[C@@H]12	14	-2	9	17	-1	17	-9	-8	3	7	-32
O=C(N/C(=C\c1ccc(Cl)cc1)C(=O)N1CCOCC1)c1ccc([N+](=O)[O-])cc1	-11	-1	1	-6	-3	-20	13	3	14	5	-20
O=C(CCSCc1cccc(F)c1)NCCc1ccccc1	-6	-16	8	-10	-6	-14	18	-8	-16	6	-4
O=C(CSC1=NCCS1)N1CCN(c2ccccc2)CC1	-15	0	4	0	-8	2	14	-6	-5	0	-11
CC(=O)N1CC(C)Sc2ccc(S(=O)(=O)NC3CCCCC3)cc21 (stereo unspecified)	-16	12	4	0	7	18	-5	9	4	4	9
O=C(NC1CCN(Cc2ccccc2)CC1)c1cncc(Br)c1	10	14	-2	14	4	28	-1	6	3	7	21
CCOC(=O)CN(C)Cc1cn(C)nc1-c1ccc(Oc2ccccc2)cc1	0	-11	-3	-15	-7	-22	-1	21	12	-2	-38
COc1ccc(-c2nnc(NC(=O)CS(=O)(=O)c3ccc(Cl)cc3)o2)c(OC)c1	0	14	5	-2	-5	27	-16	-15	4	-11	-4
CCN(CC)CCN1C(=O)C(=O)/C(=C(/O)c2ccc(S(=O)(=O)N3CCOCC3)cc2)C1c1ccc(C(C)C)cc1 (stereo unspecified)	-10	-12	1	39	-8	6	9	-5	11	4	-2
Cc1ccccc1OS(=O)(=O)c1cccc([N+](=O)[O-])c1	-1	-12	5	7	-22	-4	12	4	-4	0	9
CCOc1cc(CN2CCN(S(=O)(=O)Cc3ccccc3)CC2)ccc1OC	-2	4	-1	8	9	18	17	16	12	-8	2
COCCn1c(SCC(=O)Nc2ccc3c(c2)OCCO3)nnc1-c1c[nH]c2ccccc12	-9	5	6	3	-1	-31	0	11	12	2	-8
CCNC(=O)Cn1c(=O)c(=O)n(Cc2ccccc2)c2ccc(Cl)cc21	8	-5	2	-4	-4	-5	5	0	-1	4	14
Oc1ccccc1Nc1nc(NCc2ccco2)c2ccccc2n1	7	-1	-10	13	11	5	-9	15	13	3	5
COc1cc(CNc2ccc3[nH]c(=O)[nH]c3c2)ccc1OCc1ccccc1F	-25	-39	-7	18	6	11	-16	20	-28	-26	-28
Cc1nc(Nc2ccccc2)sc1C	-9	-12	25	-11	-4	12	-4	-8	9	-8	10
COc1ccc(N2CCN(C(=O)CN(c3ccc(Br)cc3)S(C)(=O)=O)CC2)cc1	-22	8	5	-4	-10	23	1	9	6	1	22
OCCC1CCCCN1CC(O)COCc1ccc(Cl)cc1 (stereo unspecified)	6	0	5	-4	9	-46	12	-5	-3	-3	-9
COC(=O)c1c(SCC(=O)NC2CCCCC2)[nH]c2ccccc2c1=O	-4	-6	-2	-3	-2	-34	19	2	-10	-3	-14
Cc1ccc(C(O)c2ncc(-c3cccc(F)c3)[nH]2)cc1 (stereo unspecified)	-23	-20	4	-23	-12	-36	-15	-17	-45	·	-17
CCOc1cc(C(=O)OC(C)C(=O)Nc2ncc(Cl)cc2Cl)ccc1OCC(=O)N1CCOCC1 (stereo unspecified)	11	-46	-10	-15	-2	-29	-5	-10	-3	61*	6
C/C(=N/NC(=O)Cc1cccc2ccccc12)c1cccs1	11	-21	-8	22	4	7	10	-3	-3	11	-4
c1ccc(-c2ccccc2OCCN2CCOCC2)cc1	10	4	4	6	-3	2	0	-14	2	6	7
Cc1cc(SCC(=O)NCCN2C(=O)CSC2=O)nc2ccccc12	4	-5	2	6	-5	-7	2	-3	7	2	6
O=C(OCC(=O)N(Cc1ccccc1)Cc1ccccc1)c1cccc(O)c1	-12	-4	10	-5	1	-2	-17	-3	-26	3	8
O=C(NCc1cccs1)Nc1cccs1	-5	-2	-3	-2	-20	13	-17	-7	-2	-4	-6
CC(C)(C)C(=O)COC(=O)c1ccccc1O	-6	-3	3	1	6	-2	1	-7	4	-1	-27
CC1(C)Oc2ccc3ccc(=O)oc3c2/C(=C/NNC(N)=S)C1=O	-28	12	3	-4	-18	6	13	-7	12	9	9
CCOC(=O)CC1C(=O)NC2CCCCC2N1C(=O)Nc1ccc(Cl)cc1 (stereo unspecified)	2	-49	-4	-2	-9	-10	-17	-17	-28	-26	4
COc1ccc(CNc2oc(COc3ccccc3)nc2C#N)cc1	0	-17	-14	-1	-6	-23	-29	-7	-32	-15	-7
O=C(CSc1nc(-c2ccccc2)c(-c2ccccc2)o1)N1CCCCC1	38	-7	-12	-25	19	7	-27	-10	-6	16	3
N=c1sc2ccccc2n1-c1ccccc1	2	2	0	-28	1	·	-1	·	0	6	10
COCC(=O)n1nc(-c2ccc(C)cc2)nc1NCc1ccc(F)cc1	-7	-44	-6	-33	-1	-40	-49	3	-21	-1	-11
COc1ccc(Nc2nc(C(F)(F)F)nc(C)c2C#N)cc1	9	14	-8	5	-8	-20	1	11	19	-6	18
NC(N)=NS(=O)(=O)c1ccc(NC(=S)NC(=O)Cc2ccc(Cl)cc2)cc1	-7	4	-12	1	0	11	-1	-7	7	22	-7
O=C(O/N=C/c1ccc(Br)cc1)c1ccc(F)cc1	7	-15	4	-18	-11	-21	-26	-11	-44	0	-3
COC(=O)c1sccc1NC(=O)CSc1ccccc1NS(=O)(=O)c1ccc(Cl)cc1	12	-17	2	10	8	-8	-4	4	40	2	-4
Cc1cc(C)n(CCNC(=O)c2cc(COc3c(F)cccc3F)on2)n1	-9	-28	1	-3	-2	8	11	0	-6	7	-4
S=C(NCCc1ccc(Cl)cc1)NCc1ccccc1	26	-27	-18	8	6	·	0	·	-40	-7	12
Cc1cc(C)c(Cn2cnc3ccccc32)c(C)c1	-12	-5	9	16	-2	-6	28	4	2	8	-13
CC1(C)C2CCC1(CS(=O)(=O)N1CCCC1C(=O)O)C(=O)C2 (stereo unspecified)	14	11	-32	9	0	3	22	8	8	10	9
CCSC1=N/C(=C\C=C2/Oc3ccccc3N2CC)C(=O)S1	-20	0	4	2	-17	-10	-23	4	-9	4	-12
Cc1ccc(S(=O)(=O)N2CCN(C(=O)COC(=O)c3cnc(C)cn3)CC2)c(C)c1	-2	6	12	7	10	26	10	-15	-13	-8	4
CCNCc1nc2cc(OC)c(OC)cc2c(=O)[nH]1	-4	-12	6	0	-3	-5	-10	5	-15	-5	22
N#Cc1sc2nc(-c3cccs3)cc(-c3ccc(Cl)cc3)c2c1N	12	-15	-14	4	1	-14	3	6	1	-17	-15
O=C(c1ccc(Cl)cc1Cl)N1CCSCC1	15	-1	4	5	-9	2	-1	7	-1	7	3
CCNC(=O)NC(=O)C(C)OC(=O)c1ccc(-n2nc(SC)sc2=S)cc1 (stereo unspecified)	4	-2	16	3	-1	-32	-6	-8	-10	5	15
COc1ccc(C)cc1S(=O)(=O)N1CCN(C)CC1c1ccccc1 (stereo unspecified)	-3	1	5	10	-15	-6	13	6	12	0	-6
Continuation:
SMILES	CF NFkB inh	NCOA1 inh	KKLEB tox	TWEAK-Fn14 inh	C8 TRAIL sens	NCOA2 inhibitor	NR5A2 inv ag	NR2F2 inh	TROY NFkB inh	LMP1 NFkB inh	SRC3 inh
COc1ccc(Nc2sc(C(=O)c3ccc(Cl)cc3)c(N)c2C(=O)Nc2ccccc2OC)cc1	40	-5	-35	-17	16	27	6	2	12	-2	7
O=C(COC(=O)c1ccc([N+](=O)[O-])o1)Nc1ccc2c(c1)OC(F)(F)O2	-31	-2	28	17	-4	-6	11	-3	-30	-2	3
CCOC(=O)CC(=O)CSc1nc(-c2ccccc2)cc(-c2ccc(Cl)cc2)c1C#N	-6	-6	1	-15	-4	-4	-7	6	-35	13	-9
CSc1ncccc1C(=O)Nc1ccc(C)cn1	-14	0	1	1	6	-53	-8	-20	-13	1	15
CCC(c1nnnn1-c1ccc2c(c1)OCCO2)N1CCN(C(C)=O)CC1 (stereo unspecified)	·	·	·	1	-10	-15	6	6	6	·	·
O=C(c1cccc(F)c1)N1CCC2(CC1)NCCc1[nH]cnc12	10	-85	6	-13	-6	1	-5	-5	1	4	-15
O=C(OCCCc1cc2ccccc2c(=O)o1)N1CCOCC1	-9	-4	15	-3	0	11	-35	-6	-10	4	-5
NC(=O)Cn1c(=O)n(Cc2ccco2)c(=O)c2c3c(sc21)CCCCC3	6	0	2	20	-6	3	-4	3	-34	5	5
Cc1c(CN2CCCC(C(=O)c3cccc(Cl)c3)C2)c(=O)n(-c2ccccc2)n1C (stereo unspecified)	0	-12	7	14	-2	0	2	13	9	-13	13
COC(=O)CN1C(=O)CSc2ccc(S(=O)(=O)N3CCC(C)CC3)cc21	2	3	-7	13	-13	-8	-78	-7	-5	·	8
O=C(Cc1cccs1)N1CCN(c2ccccn2)CC1	-4	-5	6	-3	-2	21	4	-4	-5	0	2
Cc1ccc(S(=O)(=O)N2CCN(C(=O)CCn3nc(C)c(C)c3C)CC2)cc1C	1	-12	7	-6	1	-17	-8	14	13	1	-1

Rows were taken by chance, and some 4.2% of all compounds hit somewhere here.
